UCHL1 inh = blocks human UCHL1 ubiquitin-rhodamine cleavage | 47,000 tested, 0.2% active | purified UCHL1, Ub-rhodamine cleavage fluorescence | inhibition, % at 20 µM
Target sequence (P09936 whole entry, looked up): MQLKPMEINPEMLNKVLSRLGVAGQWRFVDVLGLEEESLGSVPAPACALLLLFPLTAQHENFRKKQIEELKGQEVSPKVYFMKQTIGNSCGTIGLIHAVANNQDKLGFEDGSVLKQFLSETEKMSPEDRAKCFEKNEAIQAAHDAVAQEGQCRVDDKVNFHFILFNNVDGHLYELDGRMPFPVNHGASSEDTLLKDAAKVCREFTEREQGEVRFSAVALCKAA
USP7 block = blocks human USP7 ubiquitin-rhodamine cleavage; purified USP7, Ub-rhodamine cleavage fluorescence; inhibition, % at 20 µM; 47,000 tested, 0.3% active; AID 1645854
USP17 inh = blocks human USP17 ubiquitin-rhodamine cleavage. A8MUK1. purified USP17, Ub-rhodamine cleavage fluorescence, 3 h. inhibition, % at 50 µM. 47,000 tested, 6.5% active. AID 1645855
USP10 block = blocks human USP10 ubiquitin-rhodamine cleavage. purified USP10, Ub-rhodamine fluorescence, 60 min. inhibition, % at 20 µM. 47,000 tested, 1.1% active. Q14694
USP30 inh = inhibitors of human USP30 deubiquitinase; Q70CQ3; purified USP30, Ub-rhodamine cleavage fluorescence; inhibition, % at 25 µM; 47,000 tested, 5.3% active
Target sequence (Q70CQ3 whole entry, looked up): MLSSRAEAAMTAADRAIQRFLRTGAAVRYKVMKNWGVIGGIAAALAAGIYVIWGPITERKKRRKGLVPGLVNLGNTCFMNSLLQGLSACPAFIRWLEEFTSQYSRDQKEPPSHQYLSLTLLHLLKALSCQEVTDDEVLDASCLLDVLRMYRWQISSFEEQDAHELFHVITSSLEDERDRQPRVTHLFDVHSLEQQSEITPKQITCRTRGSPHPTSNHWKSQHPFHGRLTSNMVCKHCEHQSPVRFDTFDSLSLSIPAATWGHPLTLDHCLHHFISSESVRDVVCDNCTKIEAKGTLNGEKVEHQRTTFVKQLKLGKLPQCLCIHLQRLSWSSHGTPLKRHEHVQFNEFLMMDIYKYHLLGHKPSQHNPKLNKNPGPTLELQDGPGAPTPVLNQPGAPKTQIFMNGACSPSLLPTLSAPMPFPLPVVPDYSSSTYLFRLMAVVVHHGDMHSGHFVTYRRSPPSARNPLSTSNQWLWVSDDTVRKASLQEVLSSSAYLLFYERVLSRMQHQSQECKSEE
USP28 block = human USP28 deubiquitinase inhibition; 47,000 tested, 3% active; AID 1645857; purified USP28, Ub-rhodamine cleavage fluorescence, 30 min; inhibition, % at 25 µM
USP8 inh = inhibitors of human USP8 deubiquitinase | P40818 | purified USP8, Ub-rhodamine cleavage fluorescence, 30 min | inhibition, % at 20 µM | 47,000 tested, 4.2% active
OTUD3 block = inhibitors of human OTUD3 deubiquitinase; 47,000 tested, 0.7% active; inhibition, % at 25 µM; Q5T2D3; purified OTUD3, Ub-rhodamine fluorescence, 2 h; AID 1645858
Active calls of the source: *; i = inactive; . = no result given. No stated cut-off is given here; in the data, active means inhibition above about 30%; inactive means the rest.

SMILES	UCHL1 inh	USP7 block	USP17 inh	USP10 block	USP30 inh	USP28 block	USP8 inh	OTUD3 block
O=C(CN1CCOCC1)Nc1ccc2c(c1)OC(F)(F)O2	-1	3	2	0	-108	14	12	1
Cc1ccc(-n2c(C)cc(C(=O)N3CCCC(c4nnc5ccccn45)C3)c2C)cc1 (stereo not given)	-14	-19	-103	-3	-258	-61	-222	-59
CC(=O)Nc1cccc(Nc2c(C(=O)N3CCCC3)cnc3nc(C)ccc23)c1	-3	-2	-12	-3	-42	-14	-17	-7
COc1ccc(N2CC(C(=O)N3CCOCC3)CC2=O)c(OC)c1 (stereo not given)	-2	0	-1	0	-2	3	2	-7
Cc1csc(-c2cc(S(=O)(=O)N3CCCCC3)c(C)n2C)n1	1	2	5	4	29	10	8	12
COc1cc(/C=C/C23NC(=O)CN2c2ccccc2C3(C)C)ccc1OCc1ccc(C)cc1 (stereo not given)	2	0	-65	-17	i	-95	-19	-90
Cc1noc(C)c1COc1cccc(C(=O)Nc2ccccc2N2CCOCC2)c1	0	1	2	2	-2	0	0	-1
COc1ccc2[nH]c(=O)c(CN(C(=O)Nc3cccc(Cl)c3)C3CCCC3)cc2c1	8	6	5	4	14	8	19	9
Cc1nnc(-c2nnc(NCCC(C)C)c3ccccc23)o1	0	-4	12	6	0	2	2	0
CCc1cc(C2CCCN2C(=O)C23CC4CC(CC(C4)C2)C3)on1 (stereo not given)	-3	-2	5	-1	15	-5	-6	3
CC(=O)N1Cc2ccccc2CC1C(=O)N1CCC(c2c[nH]c3ccccc23)(c2c[nH]c3ccccc23)CC1 (stereo not given)	4	11	.	1	-14	8	22	4
CC(=O)N1CCN(c2cc(-c3noc([C@@H]4CCCN4CC(C)(C)C)n3)ccn2)CC1	4	3	-20	-8	-50	-2	16	-2

The final 2 compounds of the section above come first, to join the parts:
SMILES	UCHL1 inh	USP7 block	USP17 inh	USP10 block	USP30 inh	USP28 block	USP8 inh	OTUD3 block
CC(=O)N1Cc2ccccc2CC1C(=O)N1CCC(c2c[nH]c3ccccc23)(c2c[nH]c3ccccc23)CC1 (stereo not given)	4	11	.	1	-14	8	22	4
CC(=O)N1CCN(c2cc(-c3noc([C@@H]4CCCN4CC(C)(C)C)n3)ccn2)CC1	4	3	-20	-8	-50	-2	16	-2
CCCCCNc1ncnc2c1CN(C1CCNCC1)C(=O)CN2C	-2	.	-20	-1	-36	0	-6	-10
Cc1cccc(C)c1NC(=O)CSc1ncnc2c1cnn2-c1ccc(Cl)cc1	-4	2	0	0	-14	-2	3	-9
CN(C(=O)c1nc(N2CCSCC2)c2cnn(C)c2n1)c1ccccc1	-2	-8	-14	-3	-21	-9	0	-9
Cc1ccc(-c2nc3ncccc3o2)cc1NC(=O)COc1ccc([N+](=O)[O-])cc1	1	0	40*	-3	-23	-33	-6	-11
CCOc1ccc(NCc2nc3ccccc3n2Cc2ccccc2)cc1	3	-32	16	2	3	11	42*	4
CN(C)S(=O)(=O)c1ccc(C(=O)N2CCC(Cn3cccn3)CC2)cc1	-3	-1	-7	-2	-3	-4	6	-7
CN(CCc1ccccc1)c1nccc(N2CCN(C(=O)c3nccc4ccccc34)CC2)n1	7	6	6	0	0	13	8	-1
CC1=CC2C(=O)OC3CC(C/C=C(\C)CC(C)/C=C/C=C4\COC([C@@H]1O)C42O)O[C@@]1(CCC(C)C(C(C)C)O1)C3 (stereo not given in full)	13	18	8	-8	-21	3	10	-9
O=C(CCNS(=O)(=O)c1ccc2c(c1)CCC(=O)N2)Nc1ccc(OC(F)(F)F)cc1	-1	4	-4	2	-7	-6	-5	-4
COc1ccc(CNC(=O)Cc2cc(-c3ccc(Cl)cc3)on2)cc1	-5	5	7	-8	10	5	19	10
CCCCN(Cc1ccccc1)C(=O)c1cc2c(=O)n3cccc(C)c3nc2n1Cc1ccccc1	1	6	1	6	-9	-6	6	0
Cc1ccc(-c2n[nH]c3c2CN(S(=O)(=O)C2CC2)CC3)cc1	0	-5	-2	3	-3	0	2	-4
COc1cccc(-c2ccccc2NC(=O)C2CCN(Cc3nc(C)c(C)nc3C)CC2)c1	1	-2	-19	-6	.	.	-4	-7
O=C(NCCCN1CCOCC1)c1cc(C(=O)C2CCCCC2)c[nH]1	0	-2	2	3	0	0	3	-3
COc1ccc2[nH]c(C(=O)NC3CCN(Cc4ccccc4)CC3)c(C)c2c1	1	3	2	1	-4	-5	-3	-8
C[C@]12C(=O)N(c3ccccc3C(=O)NCc3ccc4c(c3)OCO4)C(=O)N1CCc1c2[nH]c2ccccc12	-2	-10	10	-3	-7	-6	-1	-11
Cn1cc(CN2CC[C@H]3O[C@@H](C(=O)Nc4cccnc4)CC[C@H]32)cn1	-1	0	-15	-2	-14	-10	-12	-7
CC(C)N1Cc2ccccc2CN2CCN(S(=O)(=O)N3CCOCC3)CC2C1 (stereo not given)	-2	1	-10	-6	-36	-13	2	-5
COC1=C(OC)C(=O)[C@H](C)[C@@H](C)C1=O	-4	-1	19	0	1	-5	0	-9
COc1ccc(CCNC(=O)c2cnn(-c3ccc([N+](=O)[O-])cc3)c2C2CCNCC2)c(OC)c1	6	0	-15	-2	34*	19	-186	9
C/C=C/C=C/C(=O)c1cc(C)c(O)c(C)c1O	-3	-3	-2	-7	-9	1	-33	3
CCc1ccccc1NC(=O)CC(c1cccc(F)c1)n1cccc1 (stereo not given)	2	0	5	3	2	-2	2	-7
COc1ccc(F)cc1S(=O)(=O)N(C)CC(=O)N1CCCCCC1	7	8	9	4	29	5	8	15
CCc1cc2c(=O)n(Cc3ccco3)c(SCC(=O)Nc3ccccc3O)nc2s1	6	4	.	20	44*	13	11	6
O=C(CCCn1c(=O)c2ccccc2n(CC(=O)Nc2ccc(Br)cc2F)c1=O)NCc1ccccc1Cl	0	0	41*	-3	-15	15	1	11
CNc1nc(C2CCCN2C(=O)c2c(C)oc3c2CCCC3)nc2c1CCN(C(C)=O)C2 (stereo not given)	0	1	5	-2	2	3	17	3
CC(=O)c1ccc(N2C(=O)N(Cc3cccc([N+](=O)[O-])c3)c3ccccc3S2(=O)=O)cc1	6	6	14	4	53*	18	1	15
Cc1nccc(C2CCCN(C(=O)c3cccc4c3OCCO4)C2)n1 (stereo not given)	-3	0	0	1	0	-7	-1	0
O=C(c1cc(-c2ccc(F)cc2)n[nH]1)N1CCN(c2ccccn2)CC1	0	-3	1	1	-7	1	-19	-2
Fc1ccc(-c2nnc(Cc3nc(-c4ccccc4F)no3)o2)cc1	-3	-1	13	-10	-13	0	26	8
CC(C)(NCc1ccc(F)c(F)c1)c1nc2c(c(C(N)=O)n1)OCO2	3	3	4	1	23	15	10	15
COc1ccc(-c2ncc3c(n2)CCN(C(=O)c2ccc(F)cc2)C3)cc1	2	-36	-4	-3	-15	2	9	-3
Cn1nc(C(=O)Nc2ccc(F)cc2)c(=O)c2ccccc21	0	1	33*	8	0	0	-3	-2
COc1ccccc1CCC(=O)N1CCN(c2cc(C)n3cnnc3n2)CC1	-3	-1	-19	-8	-45	-22	-13	-16
Cc1cc2nc(Oc3cccc(C(F)(F)F)c3)c3ccccc3n2n1	4	7	35*	0	49*	17	9	7
Cn1ccc2ccn(CC(=O)NCc3ccc(F)cc3F)c(=O)c21	-1	-1	.	-3	-13	-13	-1	-9

Overlap with the part before: three entries, then new ones.
SMILES	UCHL1 inh	USP7 block	USP17 inh	USP10 block	USP30 inh	USP28 block	USP8 inh	OTUD3 block
COc1ccccc1CCC(=O)N1CCN(c2cc(C)n3cnnc3n2)CC1	-3	-1	-19	-8	-45	-22	-13	-16
Cc1cc2nc(Oc3cccc(C(F)(F)F)c3)c3ccccc3n2n1	4	7	35*	0	49*	17	9	7
Cn1ccc2ccn(CC(=O)NCc3ccc(F)cc3F)c(=O)c21	-1	-1	.	-3	-13	-13	-1	-9
CCCSc1nc(C)cc(C)c1S(=O)(=O)c1ccccc1C	4	-28	12	8	10	0	0	10
Cc1cc(C)n2nc(NCc3cccc(Cl)c3)nc2n1	2	-1	0	1	10	32*	15	4
CC(NC(=O)c1ccccn1)c1nc2ccccc2[nH]1 (stereo not given)	1	4	3	3	22	0	1	17
O=C(Nc1ccc2c(c1)CCC2)N1CCc2c(nc(-c3ccccc3)[nH]c2=O)C1	-2	0	-11	2	-22	-7	-13	0
COc1cc2cc(CN(CC3CCCO3)C(=O)NCc3ccccc3)c(=O)[nH]c2cc1OC (stereo not given)	0	-6	2	-9	-43	2	-51	-9
Cc1ccc(-n2cc(C(=O)NCCCc3ccccc3)nn2)cc1	7	25	28	24	49*	17	78*	16
CNC(=O)c1cccc(Nc2ccn3nc(-c4cc(OC)c(OC)c(OC)c4)cc3n2)c1	6	8	-3	1	-13	0	-25	-2
CCN(Cc1ccccc1)S(=O)(=O)c1ccc2c(c1)NC(=O)CC(=O)N2	-1	0	-2	2	3	-6	-1	-11
CCOC(=O)c1noc2ncn(CC(=O)Nc3ccc(Cl)cn3)c(=O)c12	2	-2	3	1	23	0	0	-7
Cc1c(C(=O)Nc2cccnc2)oc2c1C(O)CC(C)(C)C2 (stereo not given)	0	0	-6	3	-3	-3	-2	1
COc1cccc(C(=O)N2CCc3nc(C(=O)Nc4ccccc4)sc3CC2)c1	1	-5	-2	0	6	6	1	3
COc1ccccc1NC(=O)CN(Cc1ccccc1)S(=O)(=O)c1ccccc1F	2	8	-2	4	-9	4	-6	4

5 structures from above, arranged by length of the SMILES, falling.
SMILES	UCHL1 inh	USP7 block	USP17 inh	USP10 block	USP30 inh	USP28 block	USP8 inh	OTUD3 block
CCN(Cc1ccccc1)S(=O)(=O)c1ccc2c(c1)NC(=O)CC(=O)N2	-1	0	-2	2	3	-6	-1	-11
COc1cccc(C(=O)N2CCc3nc(C(=O)Nc4ccccc4)sc3CC2)c1	1	-5	-2	0	6	6	1	3
CCOC(=O)c1noc2ncn(CC(=O)Nc3ccc(Cl)cn3)c(=O)c12	2	-2	3	1	23	0	0	-7
Cc1c(C(=O)Nc2cccnc2)oc2c1C(O)CC(C)(C)C2 (stereo not given)	0	0	-6	3	-3	-3	-2	1
CC(NC(=O)c1ccccn1)c1nc2ccccc2[nH]1 (stereo not given)	1	4	3	3	22	0	1	17

(more compounds)
SMILES	UCHL1 inh	USP7 block	USP17 inh	USP10 block	USP30 inh	USP28 block	USP8 inh	OTUD3 block
CN1CCN(CCN2CCn3c2nc2ccccc23)CC1	3	2	9	-1	14	6	-1	10
Cc1ccc(Cn2c(SCC(C)O)nc3c2c(=O)[nH]c(=O)n3C)cc1 (stereo not given)	-1	-3	1	1	12	-7	-24	-1
CCNC(=O)CCc1nc2c(C)nn(-c3ccccc3)c2n(CC)c1=O	1	10	8	0	14	5	5	9
O=C(COC(=O)c1ccccc1OCc1ccccc1)Nc1cccc2ccccc12	2	8	23	6	49*	30*	28	22
Cc1ccc2c(c1)c(N1CCCC1=O)c(C(=O)NCc1cccnc1)n2C	0	-1	5	-2	-2	-4	-49	-1
NC(=O)C1CCN(C(=O)C2CCCN2S(=O)(=O)c2ccc(Cl)cc2)CC1 (stereo not given)	2	3	11	1	13	7	-50	10
Cc1ccc(C)c(NS(=O)(=O)c2c[nH]c3ncccc23)c1	0	2	26	2	9	-4	-2	-6
CCC(CO)Nc1ncnc2c1oc1nc(CC(C)C)c3c(c12)CCC3 (stereo not given)	3	-8	-15	0	9	-1	5	5
Cc1ccc2nc(C3CCCCC3)cc(C(=O)O)c2c1	-3	-2	3	-3	7	-2	-1	-1
Cc1ccc2c(c1)NC(=O)C(CC(=O)Nc1ccccc1C)CO2 (stereo not given)	0	-8	4	1	20	1	7	8
O=C(N1CCC2(CC1)CC2)C1(c2cccc(C(F)(F)F)c2)CCOCC1	0	-38	0	-1	5	1	3	6
Cc1ccc(C(=O)Nc2ccccc2C(=O)O)cc1NC(=O)Cc1ccccc1	-2	-3	-30	6	-16	-17	7	-7
Cc1ccccc1CNC(=O)C1CCN(c2ccncc2)CC1	-1	0	-6	0	-19	-6	-13	-6
CN1CCN(C(=O)C2CCCN(S(=O)(=O)c3ccc(F)cc3)C2)CC1 (stereo not given)	-1	3	-3	3	12	-6	-2	-3
Cc1ccc(N2CCCn3c2nc2c3c(=O)n(Cc3cccc4ccccc34)c(=O)n2C)cc1C	0	3	-5	-2	1	0	-27	6
CCOC(=O)Cn1c(-c2cccnc2)nc(-c2ccccc2)c1-c1ccccc1	1	-32	13	-1	22	4	5	3
Fc1ccc(Cc2nc(-c3ccnc(N4CCCC4)c3)no2)cc1	2	-22	-9	3	0	48*	-5	-3
COc1ccc(CNC(=O)Oc2ccccc2)cc1Cl	1	5	14	-1	22	4	14	3
COc1ccc(Br)cc1/C=C(/C#N)c1nnc2n1CCCCC2	-1	-2	-4	-4	-12	-22	-14	-11
CC1(C)Oc2ccccc2[C@H]2OCC3(CCN(C(=O)c4cccc5c4OCCO5)CC3)C[C@@H]21	-5	-2	-47	-6	-111	-33	-11	-28
O=C1NC2(COC3(CCN(Cc4cccnc4)CC3)C2)Nc2ccc(Cl)cc21 (stereo not given)	-20	-15	-141	-5	i	-248	-202	-163

Bioassay records: PubChem, Dana-Farber Cancer Institute and Novartis Institutes for BioMedical Research (Cambridge, Mass)
